Compound activity from PubChem.
Rab2 wt GTP = changes GTP binding to wildtype dog Rab2A, up or down. P61105. GST-Rab2 wt beads, Bodipy-GTP binding, flow cytometry. GTP binding activity, % at 10 µM. hit rate 0.19% among 190,000. AID 760;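 active means GTP binding activity at least 20 points away from 100%, either lowered or raised; inconclusive means signal likely due to the compound's own green fluorescence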;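 further: 0% = beads with excess unlabeled GTP and 100% = no-compound control corrected for plate trend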
Bim-Bcl-W = inhibitors of Bim-Bcl-W interaction, human; Q92843; bead-based flow cytometry, Bim peptide-Bcl-W binding; inhibition, % at 10 µM; hit rate 0.02% among 190,000; AID 952;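 further: 0% = bound tracer without compound and 100% = peptide blocker; higher means less fluorescent Bim peptide bound to Bcl-W beads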
Target sequence (Q92843 whole entry, looked up): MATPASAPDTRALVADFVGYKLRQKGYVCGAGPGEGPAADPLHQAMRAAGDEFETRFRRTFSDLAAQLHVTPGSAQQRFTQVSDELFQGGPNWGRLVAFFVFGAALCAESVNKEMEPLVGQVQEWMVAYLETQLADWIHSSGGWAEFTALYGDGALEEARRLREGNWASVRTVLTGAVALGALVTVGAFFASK
HRas wt GTP bind = human HRas wildtype GTP binding, change in either direction. GST-Ras wt beads, Bodipy-FL-GTP binding, flow cytometry; actives lie on both sides. GTP binding activity, % at 10 µM. AID 759. P01112. hit rate 0.14% among 190,000;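 active means GTP binding activity at least 20% away from the 100% baseline, either lowered as inhibitor or raised as activator; inconclusive means flagged as likely green fluorescent, judged across all proteins in the well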;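 further: 0% = unlabeled GTP competition control and 100% = no-compound control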
Target sequence (P01112 whole entry, looked up): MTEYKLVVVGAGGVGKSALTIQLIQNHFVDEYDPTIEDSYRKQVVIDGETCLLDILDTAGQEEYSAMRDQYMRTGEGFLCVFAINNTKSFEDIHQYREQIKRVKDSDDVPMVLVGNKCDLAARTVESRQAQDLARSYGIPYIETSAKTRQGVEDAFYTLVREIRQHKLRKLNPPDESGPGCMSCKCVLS
Bcl-2 Bim block = inhibitors of Bim-Bcl-2 interaction, human; hit rate 0.06% among 190,000; inhibition, % at 10 µM; P10415; Bead-based flow cytometry, Bim peptide-Bcl-2 binding; AID 950; in the data active means inhibition above about 40%; inconclusive means no clear call, values can overlap the other calls;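 further: 0% = no compound wells with probe peptide and 100% = reference peptide inhibitor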
Rab7 wt modul = alters GTP binding to wildtype dog Rab7 | GST-Rab7 beads, fluorescent GTP binding, flow cytometry; actives lie on both sides; untreated = 100%, excess cold GTP = 0% | hit rate 0.055% among 190,000 | GTP binding activity (percent of control), % at 10 µM;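 active means fluorescent GTP binding to Rab7 beads changed by at least 20 points from the 100% baseline, either direction, mostly lower; inconclusive means compound itself probably fluorescent, or too few beads counted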;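 further: median green fluorescence of bound Bodipy-FL-GTP per Rab7 bead population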
Bim-Bcl-XL = inhibitors of Bim-Bcl-XL interaction, human. Bim peptide-Bcl-XL binding, bead flow cytometry, fluorescence. hit rate 0.04% among 190,000. inhibition, % at 10 µM. AID 1007
Target sequence (Q07817 whole entry, looked up): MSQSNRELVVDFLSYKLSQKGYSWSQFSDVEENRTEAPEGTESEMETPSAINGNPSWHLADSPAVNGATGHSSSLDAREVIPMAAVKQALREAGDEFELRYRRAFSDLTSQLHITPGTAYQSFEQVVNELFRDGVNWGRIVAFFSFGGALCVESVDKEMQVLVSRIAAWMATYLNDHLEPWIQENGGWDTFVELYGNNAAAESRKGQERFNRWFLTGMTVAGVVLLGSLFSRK
Rac1 wt modul = human Rac1 wildtype GTP binding, inhibitors and activators. GTP binding activity (% of control), % at 10 µM. hit rate 0.27% among 190,000. GST-Rac1 beads, fluorescent GTP binding, flow cytometry; actives lie on both sides; 0 = cold GTP competed, 100 = untreated;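 active means GTP binding activity at least 20 points away from the 100% control level, either lower or higher; inconclusive means compound flagged as likely green fluorescent, judged across all proteins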
Bim-Bcl-B = human Bim-Bcl-B interaction inhibition; inhibition, % at 10 µM; Q9HD36; hit rate 0.073% among 190,000; AID 951; bead-based flow cytometry, Bim peptide-Bcl-B binding;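 further: 0% = tracer peptide without compound and 100% = reference inhibitor peptide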
Target sequence (Q9HD36 whole entry, looked up): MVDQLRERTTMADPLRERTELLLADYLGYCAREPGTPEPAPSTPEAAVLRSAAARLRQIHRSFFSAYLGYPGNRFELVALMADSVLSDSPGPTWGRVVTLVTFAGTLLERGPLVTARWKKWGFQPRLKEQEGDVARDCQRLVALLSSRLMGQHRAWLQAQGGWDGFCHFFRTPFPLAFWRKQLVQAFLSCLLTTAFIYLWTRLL
Bim-Bfl-1 = disrupts Bim binding to human Bfl-1 | inhibition, % at 10 µM | Q16548 | hit rate 0.12% among 190,000 | Bead-based flow cytometry, Bim-Bfl-1 binding inhibition;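 further: 0% = wells without compound plus tracer and 100% = blocker peptide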
Cdc42 wt GTP = modulators (inhibitors or activators) of GTP binding to human Cdc42 wildtype. hit rate 0.2% among 190,000. AID 761. percent activity (GTP binding), % at 10 µM. GST-Cdc42 beads, Bodipy-GTP binding, flow cytometry; actives lie on both sides. P60953;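 active means percent activity GTP binding at least 20 points away from the 100% baseline, either down as inhibitor or up as activator; inconclusive means compound flagged as likely green fluorescent from well-wide comparison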;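 further: median bead fluorescence of bound Bodipy-FL-GTP at 100 nM; 0% = excess unlabeled GTP control and 100% = no compound control; below 100% means less GTP binding so inhibitor and above means activator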
Target sequence (P60953 whole entry, looked up): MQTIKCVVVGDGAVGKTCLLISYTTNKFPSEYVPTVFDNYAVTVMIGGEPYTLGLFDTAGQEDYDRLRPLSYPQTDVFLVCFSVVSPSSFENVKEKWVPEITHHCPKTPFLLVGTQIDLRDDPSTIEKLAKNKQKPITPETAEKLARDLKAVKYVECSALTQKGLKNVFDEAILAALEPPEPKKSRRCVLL
Rac1 mut GTP = alters GTP binding to activated mutant human Rac1 | GST-Rac1 activated beads, fluorescent GTP binding, flow cytometry; actives lie on both sides; 100% means binding = to untreated wells | percent activity (GTP binding), % at 10 µM | hit rate 0.11% among 190,000 | AID 764;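 active means GTP binding at least 20 percentage points away from the 100% baseline, in either direction, so actives lie on both sides; inconclusive means Compound likely fluorescent itself, or too few beads counted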
An asterisk follows results filed as active; ? = inconclusive. Unless noted, no stated cut-off is given here; in the data, active means inhibition above about 40%.

SMILES	Rab2 wt GTP	Bim-Bcl-W	HRas wt GTP bind	Bcl-2 Bim block	Rab7 wt modul	Bim-Bcl-XL	Rac1 wt modul	Bim-Bcl-B	Bim-Bfl-1	Cdc42 wt GTP	Rac1 mut GTP
CSc1ccc(NC(=O)N2CCN(c3nc4ccccc4s3)CC2)cc1	104	-3	102	-9	100	-1	101	-4	1	101	101
O=C(NCC(O)CN1CCOCC1)c1ccc([N+](=O)[O-])cc1 (stereo not given)	99	-1	99	-3	107	-1	100	-4	-2	96	96
O=c1c2cccnc2nc2n1CCCCC2	96	-1	94	3	93	-3	96	0	-1	100	93
CC(C)Nc1nc(NC(C)C)nc(N(C)C#N)n1	100	0	101	-3	101	0	102	-1	-5	100	97
Cc1ccc(C(=O)COC(=O)c2ccccc2NC(=O)c2ccccc2)cc1[N+](=O)[O-]	101	-8	100	-11	96	-8	103	-10	-9	103	101
Cc1ccc2oc(=O)n(CC(=O)OC(C)C)c2c1	97	6	100	10	102	0	110	3	6	100	98
O=C(OCc1cn(-c2ccc(Cl)c(Cl)c2)nn1)c1ccccc1	?	-6	?	-5	?	-3	?	-3	0	?	?
CCCC(=O)NC(Nc1c(C)n(C)n(-c2ccccc2)c1=O)C(Cl)(Cl)Cl (stereo not given)	103	0	101	0	112	0	101	-3	-3	101	98
CC(C)(CO)NC(=O)CCCOc1ccc(Cl)cc1Cl	105	0	103	-11	104	-4	109	-8	-11	106	103
O=C1/C(=C/c2cccnc2)SC(=S)N1C1CCS(=O)(=O)C1 (stereo not given)	102	-2	101	-4	99	-7	102	-8	-11	99	102
CCC(=O)Nc1ccc(-c2nnc(SCC(=O)NCC3CCCO3)n2C)cc1 (stereo not given)	101	-6	100	-6	96	-5	102	-6	-8	102	101
O=C(COC(=O)COc1ccccc1[N+](=O)[O-])Nc1ccc(S(=O)(=O)N2CCCCC2)cc1	100	0	101	-15	101	-11	100	-8	-15	100	98
Cc1cc(=O)oc2cc(OC(=O)c3ccccc3)ccc12	95	0	92	1	96	1	94	-5	0	93	94
Cc1ccc(C(=O)N/C(=C/c2ccccc2)C(=O)NC(Cc2ccccc2)C(=O)O)cc1 (stereo not given)	98	0	101	2	100	0	103	-3	1	100	98
CC(=O)C1C(c2ccccc2Cl)NC(=O)NC1(O)C(F)(F)F (stereo not given)	101	-1	98	-3	96	-4	101	-2	-9	101	97
O=c1[nH]c2ccc(S(=O)(=O)N3CCN(c4ccccc4)CC3)cc2[nH]c1=O	101	-2	104	-1	101	0	101	-2	-3	101	98
Cc1c(Cl)cccc1-n1c(SCC(=O)NCc2ccccc2Cl)nnc1-c1ccncc1	97	-3	100	-1	98	-2	101	-4	-1	103	98
COc1cccc2cc(C(=O)C3=C(O)C(=O)N(CCN(C)C)C3c3ccc(F)cc3)oc12 (stereo not given)	93	3	96	-2	98	-3	99	-6	-12	96	96
C=CCn1c(SCC(=O)N2CCOCC2)nc2sc3c(c2c1=O)CCCC3	103	-1	103	-4	105	-3	106	-7	-11	102	100
N#Cc1c(SCC(N)=O)nsc1SCc1ccccc1Cl	97	-5	96	-8	97	0	98	-6	-8	95	97

The closing four compounds of the part before come first, to join the parts:
SMILES	Rab2 wt GTP	Bim-Bcl-W	HRas wt GTP bind	Bcl-2 Bim block	Rab7 wt modul	Bim-Bcl-XL	Rac1 wt modul	Bim-Bcl-B	Bim-Bfl-1	Cdc42 wt GTP	Rac1 mut GTP
Cc1c(Cl)cccc1-n1c(SCC(=O)NCc2ccccc2Cl)nnc1-c1ccncc1	97	-3	100	-1	98	-2	101	-4	-1	103	98
COc1cccc2cc(C(=O)C3=C(O)C(=O)N(CCN(C)C)C3c3ccc(F)cc3)oc12 (stereo not given)	93	3	96	-2	98	-3	99	-6	-12	96	96
C=CCn1c(SCC(=O)N2CCOCC2)nc2sc3c(c2c1=O)CCCC3	103	-1	103	-4	105	-3	106	-7	-11	102	100
N#Cc1c(SCC(N)=O)nsc1SCc1ccccc1Cl	97	-5	96	-8	97	0	98	-6	-8	95	97
COc1ccc(S(=O)(=O)N(C)CC(=O)Nc2ccccc2SC)cc1	96	-1	96	-1	94	2	96	-2	0	92	96
O=C(c1ccco1)N1c2ccccc2Sc2ccccc21	99	0	99	-3	101	1	100	0	0	99	98
Cc1ccsc1/C=N/n1c(C2CCCCC2)n[nH]c1=S	101	-8	99	-12	99	-15	99	-38	-10	100	100
CCN1C(=O)/C(=C2\SC(=S)N(CC3CCCO3)C2=O)c2ccccc21 (stereo not given)	102	0	102	-6	102	-5	104	-5	-10	101	98
c1ccc2c(c1)Sc1ccccc1-n1cnnc1-2	101	3	100	3	101	1	100	3	2	100	97
CC(=O)c1ccc(OCc2ccc(Oc3c(Cl)cccc3[N+](=O)[O-])cc2)cc1	98	-4	97	-11	95	-10	96	-9	-10	92	99
CN(C(=O)CSc1nnc(-c2ccco2)o1)C1CCCCC1	101	-2	100	-10	96	-2	105	-8	-16	103	100
O=C(CSc1nnc(-c2ccccc2)o1)c1ccc2c(c1)OCCO2	97	-3	101	-2	100	-3	101	-4	-2	101	95
CCOCc1nnc(NC(=O)c2ccc(OC)cc2)s1	101	5	101	5	96	8	105	9	11	101	100
Cc1noc(C)c1S(=O)(=O)Nc1ccc(C(=O)NC2CCCCC2)cc1	104	-1	103	-6	106	-5	105	-7	-9	99	102
Cc1ccc(-c2[nH]n3c(=O)c4c(nc3c2C)CCCC4)cc1	97	-1	99	0	99	-1	101	-3	0	99	97
Cn1c(NC(=O)/C=C\c2ccccc2)cc(=O)n(C)c1=O	95	0	96	-1	102	-2	94	1	-8	93	96
O=[N+]([O-])c1cccnc1NCCNc1ncc(C(F)(F)F)cc1Cl	101	-2	103	-2	102	0	103	2	0	103	102
C/C(=N\Nc1ccc(S(=O)(=O)Nc2ccc(Cl)cc2)cc1[N+](=O)[O-])c1ccc(N2CCOCC2)cc1	95	4	96	4	92	-1	93	5	4	94	95
O=c1/c(=C\c2cc([N+](=O)[O-])cc([N+](=O)[O-])c2O)sc2nc3ccccc3n12	85	5	88	7	93	-6	89	-37	33	80	81
NC(=O)C1(N2CCCCC2)CCN(CC(=O)Nc2ccccc2Sc2ccccc2)CC1	102	0	105	-5	106	-2	110	-2	-7	106	104
C(=C\c1ccccc1)/C=N/Nc1nc2ccccc2s1	98	-2	98	1	104	-5	99	-7	2	99	96
O=C(CCCN1C(=O)c2ccccc2C1=O)Oc1ccc(Cl)cc1	98	8	96	3	97	3	97	2	7	95	96
COc1ccc(-c2nnc(SCC(=O)NC3CCCCC3)o2)cc1OC	99	1	95	-2	93	1	100	0	1	99	98
COc1cccc(NC(=O)COc2nc3ccccc3nc2C)c1	101	-6	102	-12	101	-6	105	-11	-9	104	104
O=C(CN1CCSCC1)N1CCc2[nH]c3ccc(Br)cc3c2C1	102	1	103	1	104	0	102	-1	-1	102	100
Cn1c(N2CCCC2)nc2c1c(=O)n(Cc1cccc(F)c1)c(=O)n2C	102	-3	103	-3	101	-3	105	0	-3	106	103
C=CCNc1nc2c(c(=O)n(C)c(=O)n2C)n1CC	98	1	100	-7	104	-1	102	-6	-11	96	97
Cc1cccc(C(=O)O/N=C2\CCS(=O)(=O)c3sccc32)c1	104	-2	105	-2	99	0	103	0	0	106	102
CC1CCN(C(=O)c2ccc3c(c2NCCO)C(=O)c2ccccc2C3=O)CC1	96	0	98	0	97	-2	100	-5	-8	99	97
COc1ccc(/C=N/NC(=O)CN2CCSCC2)cc1C	102	-2	103	-5	98	-5	103	-5	-4	100	102
CC(C)OC(=O)C1CC=CCC1C(=O)Nc1ccc(Cl)cc1 (stereo not given)	100	0	102	-7	104	-8	103	-14	-16	100	99
COCCn1nnnc1C(CC(C)C)N1CCN(c2nc3ccccc3s2)CC1 (stereo not given)	97	0	97	-2	104	-1	99	-6	-5	96	97
CCCCC(=O)NC(=S)Nc1cccc(NC(=O)c2ccccc2)c1	96	-6	97	-2	97	-4	95	-8	-6	96	96
COCCOC(=O)C1=C(C)N=C2SCCC(=O)N2C1c1cccc(Br)c1 (stereo not given)	100	-3	101	-5	100	2	101	-10	-15	101	97
O=C(C(Cc1ccccc1)n1cccc1)N1CCN(c2ccccc2)CC1 (stereo not given)	100	-1	100	-5	101	-2	98	-4	-12	100	97
COc1ccccc1-c1nnc(NC(=O)c2ccc3c(c2)OCO3)s1	94	-2	94	0	98	2	96	0	4	91	93
COc1ccc(C=O)cc1Cn1ccnc1C	98	-5	96	-6	98	-3	99	-6	-9	96	96
N#CC1=C(N)SC(N)=C(C#N)C1c1c(Cl)cccc1Cl	106	-2	104	-6	105	-6	102	-10	8	103	100
Cc1ccc(S(=O)(=O)/N=C(/Nc2ccccn2)c2ccc(Cl)cc2)cc1	101	-2	96	5	95	0	97	-1	7	98	96
Cc1nc(C)c(C(=O)Nc2ncc([N+](=O)[O-])s2)o1	95	5	97	2	105	5	97	-12	7	93	94
O=C(CSc1nnnn1-c1ccc(F)cc1)Nc1ccc(N2CCOCC2)c(Cl)c1	98	3	100	0	99	-6	100	-4	-11	100	98
COCCn1c(SCC(=O)Nc2cc(C(C)(C)C)nn2-c2ccccc2)nnc1-c1ccncc1	101	-2	100	0	100	-6	103	-6	-18	101	100
CC(NC(=O)C1(S(=O)(=O)c2ccc(Cl)cc2)CC1)c1ccccc1 (stereo not given)	100	-4	102	-2	101	-7	106	-6	-2	104	102
Cc1ccn2c(NC3CCCC3)c(-c3ccncc3)nc2c1	99	-2	99	-2	100	0	102	-1	0	98	101
CC(=O)c1ccccc1OCCOCCOc1ccccc1C(C)=O	104	-3	105	0	106	-2	103	-1	0	107	104
Cc1oc2c(CN3CCOCC3)c(O)ccc2c(=O)c1-c1ccc(Br)cc1	100	0	101	0	96	0	106	-1	1	100	101
CCOC(=O)CN1C(=O)N[C@@H](c2ccccc2)C(C(C)=O)=C1C	101	1	101	5	99	0	107	-1	0	106	97
CC(C)(C)c1csc(SCC(=O)Nc2ccc(Cl)cn2)n1	99	0	101	0	101	0	107	2	0	100	101
Cc1ccc(NC(=S)NN2CCOCC2)c(C)c1	102	-2	101	-13	98	-11	103	-10	-20	104	102
Cc1nn(-c2ccccc2)c(OC(=O)c2cccs2)c1S(=O)(=O)c1ccccc1	98	-2	99	0	100	0	99	-2	-2	98	97
COCCn1c(SCC(=O)c2c(N)n(C)c(=O)n(C)c2=O)nc2ccccc21	99	-2	99	-3	103	-1	95	-4	-6	97	94
COC(=O)Nc1sccc1C(=O)Nc1sccc1C(=O)OC	103	0	102	-7	102	-4	104	-8	-14	105	101
CC(C)n1c(-c2cccnc2)nc2cnccc21	98	-3	98	0	98	-2	105	1	1	103	100
Clc1ccc(-c2nnc(-c3ccccc3)o2)c(Cl)c1	98	-3	99	-4	98	-2	101	-4	-11	102	99
